MazEF act – increases E. coli MazEF RNase cleavage of RNA | P0AE70 | FAM/BHQ RNA-DNA oligo cleavage fluorescence, 5 h | activation, % at 20 µM | actives 0.32% (n = 350,000); in the data active = activation above about 50%
Target sequence (P0AE70 whole entry, looked up): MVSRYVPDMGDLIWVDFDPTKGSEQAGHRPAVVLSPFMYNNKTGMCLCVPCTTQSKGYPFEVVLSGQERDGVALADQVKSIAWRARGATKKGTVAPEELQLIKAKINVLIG
FadD28 FP inh – blocks FadD28 binding to the bisubstrate probe; actives 0.22% (n = 360,000); AID 588549; inhibition, % at 12.5 µM; fluorescence polarization; in the data active = inhibition above about 8.5%, passing the limit was not always enough; inconclusive = no clear call, values can overlap the other calls
Mtb UGM inh – inhibitors of M. tuberculosis UDP-galactopyranose mutase; P9WIQ1; purified UGM, fluorescence polarization probe displacement; inhibition, % at 10 µM; actives 0.06% (n = 320,000); in the data active = inhibition above about 10%, passing the limit was not always enough; inconclusive = no clear call, values can overlap the other calls
Target sequence (P9WIQ1 whole entry, looked up): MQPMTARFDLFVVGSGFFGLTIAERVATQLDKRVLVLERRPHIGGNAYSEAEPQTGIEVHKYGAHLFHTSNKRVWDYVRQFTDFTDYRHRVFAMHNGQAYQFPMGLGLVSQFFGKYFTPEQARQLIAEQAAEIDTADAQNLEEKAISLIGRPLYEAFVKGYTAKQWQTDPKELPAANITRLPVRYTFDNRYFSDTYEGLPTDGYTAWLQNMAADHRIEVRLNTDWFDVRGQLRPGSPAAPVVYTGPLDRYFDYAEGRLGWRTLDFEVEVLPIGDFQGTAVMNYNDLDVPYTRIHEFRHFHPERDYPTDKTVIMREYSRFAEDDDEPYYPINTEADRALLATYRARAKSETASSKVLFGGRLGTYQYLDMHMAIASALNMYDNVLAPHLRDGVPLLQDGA
FBA Mtb inh – inhibitors of M. tuberculosis fructose-bisphosphate aldolase. P9WQA3. purified M. tuberculosis FBA, fluorescence read-out. inhibition, % at 1 µM. actives 2.3% (n = 360,000); in the data active = inhibition above about 27%;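 also: 0% = vehicle and 100% = reference inhibitor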
Target sequence (P9WQA3 whole entry, looked up): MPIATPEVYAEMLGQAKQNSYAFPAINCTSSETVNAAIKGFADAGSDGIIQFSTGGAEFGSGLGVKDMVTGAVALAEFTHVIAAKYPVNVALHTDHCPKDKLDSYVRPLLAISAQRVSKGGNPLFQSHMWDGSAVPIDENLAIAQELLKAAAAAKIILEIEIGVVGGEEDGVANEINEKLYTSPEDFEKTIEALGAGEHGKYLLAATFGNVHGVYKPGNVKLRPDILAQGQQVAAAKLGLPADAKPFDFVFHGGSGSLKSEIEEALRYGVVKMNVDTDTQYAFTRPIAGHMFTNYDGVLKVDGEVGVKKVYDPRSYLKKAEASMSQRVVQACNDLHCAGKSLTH
PrPC TRFRET – reduces human prion protein on the cell surface. P04156. cell surface PrPC, TR-FRET read-out. inhibition, % at 13.8 µM. actives 0.43% (n = 370,000). AID 720596; in the data active = inhibition above about 24%; also: 0% = median of the test wells and 100% = reference compound wells
GDH-TPI inh – inhibits GDH-TPI coupling enzymes, artifact for Mtb FBA screen; actives 1.2% (n = 360,000); GDH-TPI coupled enzyme counterscreen, NADH absorbance; inhibition, % at 4.8 µM; AID 588335; in the data active = inhibition above about 30%;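 also: 0% = DMSO wells and 100% = wells lacking the enzyme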
Mtb BioA inh – blocks M. tuberculosis BioA enzyme activity. purified M. tuberculosis BioA enzyme, plate reader. inhibition, % at 9.99 µM. actives 0.096% (n = 360,000). AID 602481; in the data active = inhibition above about 40%; inconclusive = no clear call, values can overlap the other calls
Rv3671c protease – Rv3671c (M. tuberculosis) protease inhibition; inhibition, % at 5.96 µM; P9WHR9; AID 2606; actives 0.048% (n = 320,000); in the data active = inhibition above about 38%;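 also: extracellular domain of Rv3671c used as enzyme; 0% = enzyme with DMSO and 100% = no enzyme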
BoNT F protease – blocks Botulinum neurotoxin F light chain protease | actives 0.22% (n = 360,000) | inhibition, % at 10 µM | Multiplex microsphere protease cleavage assay, flow cytometry | AID 588497; in the data active = inhibition above about 35%, passing the limit was not always enough; inconclusive = no clear call, values can overlap the other calls; also: plate controls were buffer without enzyme for full effect and enzyme alone for no effect
* hit, by the source's call; ? = inconclusive; . = no result given; & = joins results of further samples.

Start of the data: the first five entries as a preview:
SMILES	MazEF act	FadD28 FP inh	Mtb UGM inh	FBA Mtb inh	PrPC TRFRET	GDH-TPI inh	Mtb BioA inh	Rv3671c protease	BoNT F protease
O=C(c1cc2c(s1)CCCC2)N1CCN(C(=O)C2CCCO2)CC1 (stereo not given)	10	-1.1	0.6	2	5	-3	1.8	-16	-4
CCOc1ccccc1C(C(=O)NCCOC)N(CCOC)C(=O)Cn1nnc2ccccc21 (stereo not given)	3	0.1	-2.4	-2	5	7	.	5	-3
COc1cc(C(=O)CCN2CCC(c3ccccc3)C2)cc(OC)c1OC (stereo not given)	9	-0.9	-1.0	0	9	12	-1.6	-10	-7
C=CCn1c(SCc2csc(C)n2)nc2scc(-c3ccc(C)o3)c2c1=O	-26	-0.1	-3.1	1	-7	0	.	9	3
COc1cccc(-c2nc(N3CC(C)CC(C)C3)c3ccccc3n2)c1O (stereo not given)	3	-4.2	.	2	1	3	-1.4	.	0

The listing, repeating the preview:
SMILES	MazEF act	FadD28 FP inh	Mtb UGM inh	FBA Mtb inh	PrPC TRFRET	GDH-TPI inh	Mtb BioA inh	Rv3671c protease	BoNT F protease
O=C(c1cc2c(s1)CCCC2)N1CCN(C(=O)C2CCCO2)CC1 (stereo not given)	10	-1.1	0.6	2	5	-3	1.8	-16	-4
CCOc1ccccc1C(C(=O)NCCOC)N(CCOC)C(=O)Cn1nnc2ccccc21 (stereo not given)	3	0.1	-2.4	-2	5	7	.	5	-3
COc1cc(C(=O)CCN2CCC(c3ccccc3)C2)cc(OC)c1OC (stereo not given)	9	-0.9	-1.0	0	9	12	-1.6	-10	-7
C=CCn1c(SCc2csc(C)n2)nc2scc(-c3ccc(C)o3)c2c1=O	-26	-0.1	-3.1	1	-7	0	.	9	3
COc1cccc(-c2nc(N3CC(C)CC(C)C3)c3ccccc3n2)c1O (stereo not given)	3	-4.2	.	2	1	3	-1.4	.	0
CNC(=O)c1cc(OCC(F)(F)F)ccc1OCC(F)(F)F	-13	-2.6	2.4	0	7	-3	.	-3	1
COCC(=O)Nc1cc(C(=O)NCC(C)C)ccc1Cl	-6	0.7	2.4	1	1	5	.	-2	-13
O=C(NC1CCCCC1)N(Cc1cc2cc3c(cc2[nH]c1=O)OCCO3)CC1CCCO1 (stereo not given)	-6	-3.7	3.6	23	5	36*	0.7	5	2
Cc1ccc(C(c2c(C)[nH][nH]c2=O)c2c(C)[nH][nH]c2=O)cc1	4	-1.5	-0.8	0	5	3	-0.1	-6	18
COc1cc(OC)c(NC(=O)CCNS(=O)(=O)c2cc(Br)cnc2N)cc1Cl	2	-1.6	-0.9	-1	-4	11	1.2	-10	-3
O=C1CCC/C1=c1\s/c(=C\c2cccnc2)c(=O)n1-c1ccccc1	-21	-2.7	-0.6	-2	2	2	.	6	-14
COc1ccccc1CNC(=O)C(CC(C)C)NC(=O)C1CCC(C)CC1 (stereo not given)	3	0.3	-0.1	-2	-4	-3	-1.6	3	23
CC[C@]12c3[nH]c4cc(CCC(=O)N(C)C)ccc4c3CCN1C(=O)[C@@H](CC(=O)NCCCn1ccnc1)C[C@@H]2C(=O)N1CCN(C(=O)C2CC2)CC1	3	-1.4	.	0	4	1	-0.3	.	-3
CCOc1ccc(NC(=O)c2cccnc2C(=O)O)cc1	3	-3.1	0.0	1	0	8	3.9	1	-11
COc1ccc2oc(C(=O)OCC(=O)Nc3ccc(N4CCOCC4)cc3)c(C)c2c1	-5	-1.8	-1.1	7	-2	6	.	8	3
COC(=O)c1ccsc1NC(=O)CSc1nnnn1Cc1ccccc1	-10	-2.4	2.5	3	3	12	0.3	-4	-3
C/C(O)=C(\C#N)c1nnc2n1CCCCC2	2	-0.8	2.4	2	-4	0	0.4	2	6
COc1ccc(CNC(=O)CSc2nnnn2-c2ccccc2)cc1	1	-1.4	0.7	1	1	-2	0.9	-4	4
CCN1C(=O)c2cccc3c(Cl)ccc(c23)C1=O	2	-3.3	1.6	10	-7	8	.	5	-5
O=C(COc1ccccc1Cl)Nc1ccc(C(=O)N2CCCCC2)cc1	-1	-0.1	2.3	-3	4	7	1.1	-3	11

Just FBA Mtb inh, for some of the entries so far:
| smiles | FBA Mtb inh |
| --- | --- |
| CCOc1ccc(NC(=O)c2cccnc2C(=O)O)cc1 | 1 |
| COc1ccc(CNC(=O)CSc2nnnn2-c2ccccc2)cc1 | 1 |

Next results follow.
SMILES	MazEF act	FadD28 FP inh	Mtb UGM inh	FBA Mtb inh	PrPC TRFRET	GDH-TPI inh	Mtb BioA inh	Rv3671c protease	BoNT F protease
CC(=O)Nc1cccc([N+](=O)[O-])c1	2	-0.8	-1.2	1	-1	11	.	0	-1
C=CCC1NS(=O)(=O)OC(CCc2ccccc2)C1O (stereo not given)	10	0.3	2.7	1	-3	11	-0.3	-7	-3
CCc1cc2c(SCC(=O)NC3CCCC3)ncnc2s1	-5	-0.2	.	1	0	1	-0.1	.	-2
COC(=O)C1NN=C(C(=O)c2ccccc2)C1c1ccccc1 (stereo not given)	7	-0.1	0.2	1	-5	4	1.1	7	-1
CCn1nnc(-c2ccccc2NS(=O)(=O)c2ccc(S(=O)(=O)N(C)C3CCCCC3)cc2)n1	-4	-1.0	-2.0	-1	1	12	-3.7	-6	-6
Cc1ccc2c(=O)oc(N(C)C)nc2c1	-10	-0.4	0.3	14	-8	4	.	3	-3
CCCN(CC(=O)Nc1ccc(Cl)cc1Cl)C(=O)CC(NC(C)=O)c1ccccc1 (stereo not given)	-4	-2.9	-1.2	5	-2	8	0.5	.	-5
C=CCNC(=O)CSc1ncc2c(n1)-c1c(csc1SC)CC2	22	-4.4	0.4	99*	4	11	0.8	-1	.
O=C(CSc1nnc(-c2ccncc2)s1)Nc1ccccc1	9	-0.4	-1.1	-5	-2	3	-2.4	3	7
C=CCn1c(SCC(=O)/C(C#N)=C(\C)N)nc2sc(CC)cc2c1=O	8&2	-4.4&-5.7	1.3	-2&4	-4&4	-5&-2	-3.2	-5	-8&-12
CCCCc1cc(=O)oc2cc(C)cc(OCC(=O)Nc3cccnc3)c12	-15	-2.8	-0.4	19	0	11	0.1	-22	5
N#CC(c1ccc(O)cc1)c1ncc(C(F)(F)F)cc1Cl (stereo not given)	8	-4.8	2.7	1	4	4	.	-10	0
COc1ccc(-c2cc3ncc(C(C)=O)c(C)n3n2)cc1	-26	-4.3	-3.6	1	0	0	.	-2	-2
O=C(c1ccc2c(c1)CCN2S(=O)(=O)c1ccccc1)N1CCN(c2ccccc2F)CC1	10	0.2	2.9	-1	-2	3	0.8	-1	0
COc1ccc(NC(=O)C2CCN(S(=O)(=O)c3cccnc3)CC2)cc1Cl	15	-3.2	-1.4	1	8	-4	-0.4	6	-6
C[C@H](O)[C@@H]1C(=O)N2CCc3c([nH]c4ccccc34)[C@@H]2C[C@@H]1N(C)C(=O)c1ccco1	.	-1.0	.	67*	-10	.	2.6	.	-2
O=C(NC(=S)Nc1ccc(N2CCCCC2)cc1)c1ccco1	1	1.8	.	2	1	11	0.1	7	2
COCCCNC(c1ccccc1)c1ccncc1 (stereo not given)	8	-1.2	-2.1	5	5	-2	-0.1	6	4
COC(=O)c1sccc1NC(=O)c1c(C)c(-c2cccc(Cl)c2)nc2ccccc12	2	-2.8	3.2	0	9	8	1.3	6	-5
COc1ccccc1NC(=O)C(C)OC(=O)CN1C(=O)C2CC=CCC2C1=O (stereo not given)	0	-1.4	1.4	-1	3	9	.	1	5
CC(=O)Nc1ccc2nc(NC(=O)c3ccc([N+](=O)[O-])o3)sc2c1	8	1.5	0.6	0	-10	16	-1.8	5	?
COC(CN(C)C(=O)c1ccc2c(c1)NC(=O)c1ccccc1S2)OC	0	-4.2	-2.4	1	10	-8	0.0	.	16
CCCCn1c(N)c(N(Cc2ccccc2OC)C(=O)CSCC(=O)Nc2cccc(C)c2)c(=O)[nH]c1=O	0	-6.1	1.1	3	-6	-4	0.0	.	2
Cc1ccsc1C(=O)Nc1nc2ccccc2[nH]1	-2	-3.3	0.3	-3	-1	27	0.4	10	-14
Cc1ccc(S(=O)(=O)N2CCC(CN3C(=O)c4cccc5cccc(c45)C3=O)CC2)cc1	-1	-6.0	0.6	3	-6	7	-0.7	-12	4
O=[N+]([O-])c1ccc(OCC(O)CNCCNc2nccc(C(F)(F)F)n2)cc1 (stereo not given)	8	-1.6	-1.3	1	-11	22	-1.1	-3	?
CN1CCN(c2ccccc2NC(=O)COc2ccc(C3CCCCC3)cc2)CC1	1	-0.2	0.9	1	0	2	0.1	5	-10
NC(=O)C1CCN(C(=O)COc2ccc3c4c(c(=O)oc3c2)CCC4)CC1	7	-2.2	-0.7	31*	-1	16	12	7	-8
Cc1ccc(C(=O)Cn2nnc3ccccc32)cc1[N+](=O)[O-]	6	-2.8	0.6	-3	-17	-7	2.7	6	?
COc1ccccc1CCNC(=O)COc1cccc2c1OC(C)(C)C2	-2	1.0	-1.2	6	-5	7	.	-2	1
O=C(Cn1nc(-c2ccc(F)cc2)ccc1=O)Nc1ccc2c(c1)OCCO2	-3	0.0	-1.2	0	-2	-1	3.5	5	-46
O=c1c2c(n3cnnc3n1-c1ccccc1)-c1ccccc1CC21CCCC1	4	0.2	-0.1	1	2	3	.	0	-1
Nc1ccc(-c2cc(-c3cccc(N)c3)nc(-c3ccccc3)n2)cc1	-1	-4.4	2.7	-2	5	-6	-1.4	7	-5
O=C(Cc1ccccc1)NC(=S)Nc1ccc(OC(F)F)cc1	0	-12	-0.9	-1	9	6	1.0	-6	4
Cc1nc2ccccc2c2c1CC(C(C)(Cl)Br)O2 (stereo not given)	2	-0.2	-2.5	2	8	9	.	11	-1
Cc1cccc(OCC(=O)Nc2ccccc2N2CCCC2)c1C	1	-1.1	0.1	3	1	2	-1.0	6	.
CCOC(=O)c1c(NC(=O)CSc2nc3c(c(=O)n(C)c(=O)n3C)n2C(C)C)sc(C)c1C	5	-2.4	1.5	2	4	5	-1.1	9	-11
Cc1nnc(SCC(=O)Nc2nccs2)n(N)c1=O	-2	-2.0	1.1	3	-7	3	.	-6	-1
O=c1[nH]nc(-c2ccc(NCCO)c([N+](=O)[O-])c2)c2ccccc12	6	-0.9	1.1	-4	-43	13	3.6	-8	-14
COC(=O)C(=O)C/C(=N/Nc1ncnc2ccccc12)c1ccc(Cl)cc1	-55	.	-2.7	-1	-4	5	-2.0	-6	-1
CCN(C(=O)Cn1cc(C(C)=O)c2ccccc21)c1ccccc1	2	-1.4	-0.1	1	1	-1	2.2	2	4
O=S(=O)([N-]c1nc2ccccc2nc1-n1cc[n+](Cc2ccccc2)c1)c1ccc(Cl)cc1	-30	-3.5	0.9	13	1	4	-1.7	1	-2
Cc1cc(C)cc(C(=O)NC2C(=O)N3C(C(=O)O)=C(CSc4nnc(C)s4)CSC23)c1 (stereo not given)	5	-0.7	0.1	0	6	12	.	-14	-4
CN1CCN(C(c2cccc(Cl)c2)c2ccccc2Cl)CC1 (stereo not given)	1	0.5	-0.6	0	-13	1	.	1	-15
Cc1ccc(NC(=S)N(CCCN2CCOCC2)Cc2ccco2)cc1C	6	-3.4	-2.4	-1	2	-2	3.0	1	0
COc1cc(/C=C/C(=O)OCC(=O)Nc2ccc(C)c(S(=O)(=O)N3CCCCC3)c2)ccc1O	-6	-2.0	0.4	5	0	21	-0.3	-21	-2
CN(CC(=O)Nc1ccccc1Br)C(=O)CNC(=O)c1ccc2c(c1)OCO2	0	-3.8	-0.7	-2	8	7	-0.5	8	-12
O=C(O)Cc1ccc(C(=O)c2cccs2)s1	0	-1.7	-1.2	-9	-2	37*	2.4	8	-4
CN1C(=O)/C(=C/c2cccc(Cl)c2)Sc2ccc(C(=O)N3CCCC3)cc21	-6	.	-0.8	.	-4	.	.	-9	.
O=[N+]([O-])c1ccc(N2CCCC2)c(F)c1Br	1	0.2	-0.7	-5	-17	3	-0.6	-3	5
Cc1ccccc1NC(=O)c1ccccc1-c1ccccc1	7	-1.0	0.0	0	-1	-3	-1.3	3	34
O=P(O)(CCc1ccccc1)CN1CCCCC1	4	2.6	0.4	2	3	4	-4.9	4	-8
COc1ccc(-c2nn3c(-c4ccccc4)nnc3s2)cc1OC	7	-2.1	2.4	7	-5	9	1.1	-4	-22
CC1C(=O)Nc2ccccc2N1C(=O)c1ccccc1 (stereo not given)	8	-3.4	-0.4	0	3	2	.	-8	5

Screening data (PubChem)
